# Bioassay records as filed in PubChem.
# TDP1 inh – inhibitors of human tyrosyl-DNA phosphodiesterase TDP1. recombinant TDP1, AlphaScreen DNA substrate cleavage. Potency, µM (doses to about 130 µM), inactives show at the top dose activity change, negative = inhibition, usual class: inhibitors. 350,000 compounds, 0.28% hits; note: nearly all actives have a fitted effect of over 40% in size
# Target sequence (Q9NUW8 whole entry, looked up): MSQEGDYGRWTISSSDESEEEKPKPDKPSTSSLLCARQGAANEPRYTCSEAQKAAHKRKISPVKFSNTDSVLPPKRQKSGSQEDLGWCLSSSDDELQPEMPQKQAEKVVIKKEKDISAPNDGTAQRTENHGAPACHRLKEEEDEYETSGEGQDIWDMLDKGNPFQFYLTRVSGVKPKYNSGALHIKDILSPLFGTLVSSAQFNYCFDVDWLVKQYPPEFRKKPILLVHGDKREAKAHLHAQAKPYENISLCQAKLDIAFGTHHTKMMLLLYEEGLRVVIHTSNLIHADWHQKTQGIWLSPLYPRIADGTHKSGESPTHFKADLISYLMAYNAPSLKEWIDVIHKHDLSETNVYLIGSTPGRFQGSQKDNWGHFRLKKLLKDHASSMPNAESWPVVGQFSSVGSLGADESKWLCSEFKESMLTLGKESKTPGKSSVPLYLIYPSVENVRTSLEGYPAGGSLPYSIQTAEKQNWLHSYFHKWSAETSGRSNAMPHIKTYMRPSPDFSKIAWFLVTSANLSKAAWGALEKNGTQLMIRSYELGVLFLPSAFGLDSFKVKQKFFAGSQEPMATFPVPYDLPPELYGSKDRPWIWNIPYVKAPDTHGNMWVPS
#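 E. coli-derived human Tdp1, 1 nM final. Cpd preinc 15 min RT; substrate 15 nM final, 5 min RT; AS bead mix 10 ug/ml final, 10 min RT. Signal loss = tyrosine-FITC cleavage. No-enzyme wells = max signal.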
# DT40 TDP1 CPT – growth inhibition of DT40 Tdp1-/-;hTDP1 cells with camptothecin (screen for TDP1 inhibitors); 420,000 compounds, 12% hits; AID 686979; chicken DT40 Tdp1-/-;hTDP1 cells + 20 nM CPT, ATP luminescence, 48 h; Potency, µM (series often up to 46.2 µM), for the others: at the top dose activity change, negative = growth inhibition, most hits filed as inhibitors; note: nearly all actives have a fitted effect of over 55% in size
#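 Cell growth measured by CellTiter-Glo luminescence after a minimum 48 h, 37 C compound exposure with 20 nM CPT in Tdp1-knockout DT40 cells stably expressing hTDP1, seeded 400/well; qHTS titration format.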
# TDP1 cell noCPT – qHTS for Inhibitors of human tyrosyl-DNA phosphodiesterase 1 (TDP1): qHTS in cells in absence of CPT; Potency, µM (doses to about 46.2 µM), without a hit: at the top dose activity change, negative = growth inhibition, usual class: inhibitors; 420,000 compounds, 15% hits; AID 686978, 2013; DT40 Tdp1-/- hTDP1 cells, no CPT, ATP luminescence, 48 h; note: nearly all actives have a fitted effect of over 55% in size
#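 Readout: luminescence from CellTiter-Glo after 30 min in the dark at RT. Cells: DT40 Tdp1-/- with stable hTDP1, 400/well. Exposure: compounds alone, ≥48 hr, 37 °C.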
# An asterisk follows results filed as active; ? = inconclusive; / = no result given; & = joins results of further samples; [ ] = dose if it differs, or a comment. Calls come from the whole dose curve; as a rule, active = well fitted curve in the direction sought with a large enough effect; inconclusive = small, poorly fitted or top-dose-only effect, or another doubt; inactive = no such curve, though single readings can be large; an effect the other way counts as inactive or inconclusive. % is set by controls: 0 for no effect and ±100 for the full control effect; potency is the fitted concentration of half-maximal effect.
structure,TDP1 inh,DT40 TDP1 CPT,TDP1 cell noCPT
CCCCCN(C(=O)NC(=O)Nc1ccccc1C)S(=O)(=O)c1ccccc1,1%,?,-28%
COCCNC(=O)C1(C)CCCN(C(=O)c2cc(C)oc2C)C1 (configuration not stated),/,3%,7%
CC(C)OC(=O)CN1CCN(c2ccc(Cl)cc2)CC1,5%,-10%,?
CN(C)c1ccc(C=NN2CCCCCC2)cc1,/,?,?
COc1ccc(S(=O)(=O)N2CCCCCC2)cc1NC(=O)c1ccccc1F,-5%,16µM*,-80%
Cn1c(=O)[nH]c(=O)c2c1nc(N1CCCCCC1)n2CCSc1nc2ccccc2[nH]1,6%,-15%,-27%
COCCN(CC(=O)NC1CCCCC1)C(=O)CCCC(=O)Nc1ccccn1,5%,4%,1%
COC(=O)CSC1=C(C#N)C(c2cccc(OC)c2)CC(=O)N1 (configuration not stated),0%,?,?
CS(=O)(=O)N(CC(=O)N1CCOCC1)c1ccc(Cl)cc1,/,-2%,14%
O=C(O)[C@H]1CCCN1C(=O)c1ccccc1N1C(=O)[C@@H]2Cc3c([nH]c4ccccc34)C(c3cccc(Cl)c3)N2C1=O (some centres not stated),/,3%,-1%
COCCNC(=O)C1(C)CCCN(CCC(=O)c2ccc(Br)cc2)C1 (configuration not stated),/,5.8µM*,7.3µM*
CC[n+]1c(/C=C/Nc2ccccc2)sc2ccccc21,7%,5.8µM*,2.9µM*
COCOCCn1cc(CN2CCS(=O)(=O)N(Cc3ccc(-c4ccc(OC)cc4)cc3)C(C(C)C)C2=O)nn1 (configuration not stated),/,15µM*,16µM*
CCOc1cc(/C=N/NC(=O)c2ccc(CSc3nncn3C)cc2)ccc1OCC(=O)N1CCOCC1,3%,0%,13%
CCc1ccccc1NC(=O)Cn1nc(N2CCN(c3ccccc3OC)CC2)ccc1=O,5%,?,13µM*
CCCNC(=O)C(Cc1ccc(OC)cc1)NC(=O)c1ccc(C#N)cc1 (configuration not stated),1%,-23%,-14%
COc1cc(C(C)=O)cc(OC)c1O,8%[56.1 µM],6%&0%,-21%&-9%
C[C@H]1CN([C@@H](C)CO)C(=O)CCCn2nncc2CO[C@@H]1CN(C)Cc1cccc2c1OCCCO2,/,5%,7%
CC1(C)CC(NS(=O)(=O)c2ccc3ccccc3c2)CC(C)(C)N1,1%,8%,-7%
OCCCCNCc1ccc(OCc2ccccc2)cc1,3%,?,?
CC(SC1CCCC1)C(=O)NC(C)(C#N)C(C)C (configuration not stated),2%,-5%,-12%
Cc1ccc(Cl)cc1OCC(=O)NCCOC(=O)Nc1sc(=S)n(C)c1C,1%,?,?
COC(=O)c1cn(-c2ccccc2)nc1-c1ccncc1,-3%,-10%,-21%
COc1ccc(-c2nc(CS(=O)(=O)CC(=O)NCc3ccc(F)cc3)c(C)o2)cc1,2%,-15%,19%
Cc1cn([C@H]2C[C@H](O)[C@@H](CCC(=O)NCC3CCCO3)O2)c(=O)[nH]c1=O (some centres not stated),/,-8%,-9%
CCc1ccc(NC(=O)Cn2c(=O)n(CCC(=O)NCCc3ccc(Cl)cc3)c(=O)c3ccccc32)cc1,-2%,2%,-1%
CCCCC(=O)Nc1nnnn1CCC,3%,14%,-12%
CCOC(=O)N1CCN(c2c(NCCCN3CCCC(C)C3)c(=O)c2=O)CC1 (configuration not stated),0%,0%,-4%
CSc1ccccc1NC(=O)CCS(=O)(=O)c1nc(-c2cccs2)cc(C(F)(F)F)n1,12%,10µM*,12µM*
COc1ccc(CN(C(=O)Nc2ccc(C)c(F)c2)C2CCN(C(C)=O)CC2)cc1,1%,-27%,-10%
Cc1ccc(C(=O)NCc2ccccc2)c(F)c1F,0%,-19%,25%
CCN(CC)c1ccc(S(=O)(=O)N2CCOCC2)cc1NC(=O)c1cc(=O)c2ccccc2o1,0%,8.2µM*,7.3µM*
CSCCNC(=O)C1(C)CCN1C(=O)c1ccc(C(C)(C)C)cc1 (configuration not stated),/,18µM*,15µM*
CCN(CC)S(=O)(=O)c1ccc2c(c1)N(CC(=O)N1CCCC1)C(=O)CO2,/,-4%,-8%
COc1ccc(OC)c(CNC(=O)CCC(=O)N2Cc3cccc(OC)c3Oc3ncccc32)c1,1%,1%,-22%
CCCCCCSC1=C(C#N)C(c2ccc(O)cc2)CC(=O)N1 (configuration not stated),5%,?,?
O=C(Nc1ccc(N2CCOCC2)cc1)c1ccc([N+](=O)[O-])o1,-5%,5.2µM*,12µM*
NC(=O)CN1C(=O)C2C3c4ccccc4C(c4ccccc43)C2C1=O (configuration not stated),2%,-6%,-29%
COc1cc(OC)cc(C(=O)Nc2ccc(NC(=O)c3ccco3)c(C)c2)c1,11%,?,?
CCCS(=O)(=O)c1nc(S(=O)(=O)c2ccc(C)cc2)c(N2CCOCC2)s1,4%,?,?
CC1CC(C)CN(CCCNC(=O)c2ccc(CS(=O)(=O)Cc3cccc(Cl)c3)o2)C1 (configuration not stated),1%,?,?
COc1ccc(C(=O)OCc2nc(N)nc(Nc3ccccc3C)n2)cc1OC,4%,?,?
CSc1ccc(S(=O)(=O)NCC(=O)OCC(=O)N2CC(C)CC(C)C2)cc1[N+](=O)[O-] (configuration not stated),2%[0.505 µM],1%,9%
Cc1ccc2c(c1)N(CC(=O)NCc1cccc(Cl)c1)C(=O)c1cccnc1O2,-2%,?,?
CCOc1ccc(S(=O)(=O)N(CC)CC(=O)N2CCOCC2)cc1C,1%,-2%,-17%
O=C(CN1CCN(Cc2ccccc2)CC1)Nc1nnc(C(F)(F)F)s1,/,-7%,4%
O=C(Nc1nc(-c2ccc3c(c2)OCO3)cs1)C1CC1,4%,2.3µM*,2.3µM*
CCn1c(SCC(=O)OC)nc2cc(S(=O)(=O)N3CCOCC3)ccc21,/,0%,-6%
CCn1c(=O)c2sccc2n2c(CCC(=O)N3CCN(c4ccccc4OC)CC3)nnc12,1%,-20%,-24%
Cc1cnc(C(=O)OC(C)C(=O)Nc2ccc(Cl)cn2)cn1 (configuration not stated),-14%,3%,3%
O=C(OCC(=O)c1c[nH]c2ccccc12)c1cncc(Br)c1,0%,-4%,1%
Cc1c(-c2ccn[nH]2)cc(NC(=O)c2ccc(Cl)cc2)c(=O)n1N,6%,7%,-23%
CCOc1ccc(C(=O)Nc2cccc(C(C)=O)c2)cc1[N+](=O)[O-],-3%,0%,-18%
COc1cc2[nH]c(C(=O)N3CCC(Cc4ccccc4)CC3)cc2c(OC)c1OC,/,?,?
COCc1cc(C)nc2sc3c(c12)NC(c1ccc(NC(C)=O)cc1)N(c1ccc(C)cc1)C3=O (configuration not stated),5%,?,?
C/C(Cc1ccccc1)=N\NC(=O)CNC(=O)c1ccccc1O,7%,-1%,-10%
CN(C(=O)COC(=O)/C=C/c1cn(-c2ccccc2)nc1-c1ccc2c(c1)OCCO2)C1CCS(=O)(=O)C1 (configuration not stated),4%,?,15µM*
COc1ccc2c(c1)OC[C@H]1[C@H]2N2C(=O)CN(Cc3ccc(F)cc3)C(=O)[C@@]2(C)[C@H]1c1ccccc1,2%,?,?
COCCCNC(=O)c1c(N)n(/N=C/c2ccccn2)c2nc3ccccc3nc12,2%,10µM*,10µM*
CN(C)C1(CN=Cc2cc(Cl)cc([N+](=O)[O-])c2O)CCCCC1,16%,-5%,-24%

# Next part:
structure,TDP1 inh,DT40 TDP1 CPT,TDP1 cell noCPT
Cn1c(=O)c(Cc2ccccc2)c(O)c2ccccc21,1%,?,-15%
CCOC(=O)C1CCN(S(=O)(=O)c2ccc(-c3nc4ccccc4s3)s2)CC1,-3%,-1%,?
Cc1cnc(CNc2ncncc2-c2ccc3c(c2)OCO3)cn1,/,?,?
CCCC(=O)OC1CCS(=O)(=O)c2sccc21 (configuration not stated),-1%,?,-17%
Nc1ccc2nc(N)sc2c1,/,7%,-17%
O=C(COC(=O)c1ccc(CO)cc1)NCc1cccs1,-4%,-2%,-8%
Cc1ccc(-n2nnnc2/C=C\Nc2cc(C)on2)cc1,-1%,?,?
Nc1ccc(Br)c[n+]1Cc1cccc2cccnc12,1%,-3%,?
Cn1nnnc1SCC(=O)Nc1ccc(S(=O)(=O)N2CCOCC2)cc1,0%,0%,23%
COc1cccc(CN(C(=O)c2cc3ccccc3oc2=O)C2CCS(=O)(=O)C2)c1 (configuration not stated),4%,1%,18%
CC(C)N(Cc1ccccc1)C(=O)COC(=O)C1CCN(c2ccc(C(F)(F)F)cn2)CC1,9%,16µM*,18µM*
CCOc1ccc(CNCCCSc2nnnn2C)cc1OC,6%,1%,-18%
CCN(CC(=O)NC(C)C)C(=O)[C@@H](NC(=O)c1ccco1)C(C)C,-1%,19%,-10%
Cc1nc(-c2ccccc2)nc2[nH]c(=O)n(-c3ccccc3)c(=O)c12,5%,?,?
Nc1nn2c(-c3ccccc3)cc(=O)[nH]c2c1N=Nc1ccc(O)cc1,-5%,?,?
COc1cccc(CN2CCC(Oc3ccc(C(=O)NCc4ccccn4)cc3)CC2)c1O,/,-15%,-24%
CCN1CCc2nc3sc(C(=O)Nc4ccccc4OC(F)(F)F)c(N)c3cc2C1,10%,16µM*,?
Cc1ccc(-c2cc(-c3nnc(SCC(=O)N(C)CCC#N)n3N)c3ccccc3n2)cc1,2%,-8%,?
CCCS(=O)(=O)c1nc(S(=O)(=O)c2ccc(C)cc2)c(NCCCN2CCOCC2)s1,3%,-16%,-14%
CCOc1ccc(Nc2nc(Nc3ccc(OCC)cc3)nc(N3CCOCC3)n2)cc1,/,-15%,-7%
CCOc1ccc(-c2nc(S(=O)(=O)c3ccccc3)c(NC)o2)cc1,2%,14%,0%
CCOc1ccc(NC(=O)c2cc(=O)c3cc(CC)ccc3o2)cc1,2%,-3%,10%
COc1ccc2cc(C(=O)N3CCN(c4ccccc4OC)CC3)[nH]c2c1,/,?,-28%
COCCn1nnnc1CN(CCCN1CCOCC1)Cc1cc2c(C)ccc(C)c2[nH]c1=O,5%,-6%,-50%
CC(C)(O)C(=O)NN(Cc1ccccc1)c1ccccc1,1%,-6%,4%
CCCC(=O)Nc1cc(-c2nnc3c4ccccc4c(C)nn23)ccc1C,0%,3%,11%
COC(=O)c1c(NC(=O)CSc2nnnn2C)sc(C)c1C,2%,?,-4%
CCc1cc(=O)oc2cc(OCC(=O)NCCCN3CCOCC3)c(Cl)cc12,-16%,9%,14%
COc1cccc(CNC(=O)c2ccc3c(=O)n4nc(Nc5ccccc5)sc4nc3c2)c1,8%,8.2µM*,?
Cn1c(O)c(N=NC(=O)CNC(=O)/C=C/c2ccccc2)c2ccccc21,4%,?,?

# Single records, as listed above.
# CCOC(=O)C1CCN(S(=O)(=O)c2ccc(-c3nc4ccccc4s3)s2)CC1 in the list: TDP1 inh = -3%; DT40 TDP1 CPT = -1%; TDP1 cell noCPT = ?
# COCCNC(=O)C1(C)CCCN(CCC(=O)c2ccc(Br)cc2)C1 (configuration not stated) in the list: TDP1 inh = /; DT40 TDP1 CPT = 5.8µM*; TDP1 cell noCPT = 7.3µM*

# New compounds follow
structure,TDP1 inh,DT40 TDP1 CPT,TDP1 cell noCPT
COc1ccc(-c2nc(CS(=O)CC(=O)N3CCc4ccccc4C3)c(C)o2)cc1 (configuration not stated),3%,16µM*,?
Cc1noc(NS(=O)(=O)c2ccc(NC(=O)c3ccoc3C)cc2)c1C,/,-17%,0%
CCc1c(C(=O)NC2CCCCC2)[nH]c(C)c1C(C)=O,8%,?,-19%
CCOC(=O)N1CCN(Cc2nc3cc(NC(=O)C(C)C)ccc3n2C)CC1,/,-2%,-12%
COC(=O)[C@@H]1CCCN1Cc1ccc2c(c1)CN(Cc1ccccc1C)CCO2,/,9%[9.04 µM],-2%
CCOc1ccc(CNC(=S)Nc2ccccc2)cc1Cl,0%,?,?
CCNC(=O)N(C)C[C@H]1N[C@@](CC)(C(=O)OC)[C@H]2C(=O)N(Cc3ccccc3)C(=O)[C@@H]12,1%,-23%,-9%
CCCc1nc2ccccc2[nH]1,2%,-3%,-12%
Cc1cc(C(=O)NNC(=S)NC2CCCCC2)cs1,5%,?,?
CC(C)CN(C(=O)CN1CCN(c2ccc(O)cc2)CC1)c1c(N)n(CC(C)C)c(=O)[nH]c1=O,-3%,-22%,5%
CC(C(=O)O)n1nc2ccccc2n1 (configuration not stated),4%,11%,-12%
